M1 PAM parental: counter-screen for M1 PAMs: effect in parental CHO-K1 cells; activation, % at 3 µM; 360,000 compounds, 0.02% hits; ATP EC20, Fluo-8 calcium fluorescence; 0% at ATP EC20, 100% at ATP max;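 active means activation above the run cutoff, the mean activation of all test compounds plus 3 SD, cut at about 40% in these data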;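 further: peak over basal fluorescence ratio in a 140 s read after ATP addition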
GPR7 antagonist: antagonists of human GPR7 (neuropeptides B/W receptor 1) | AID 1861 | P48145 | 290,000 compounds, 1.1% hits | GPR7-expressing cells, fluorescence antagonist assay | inhibition, % at 4.4 µM; in the data active means inhibition above about 16%, passing the limit was not always enough;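 further: cells stimulated with the agonist NPW; 0% = agonist with vehicle and 100% = vehicle without agonist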
Target sequence (P48145 whole entry, looked up): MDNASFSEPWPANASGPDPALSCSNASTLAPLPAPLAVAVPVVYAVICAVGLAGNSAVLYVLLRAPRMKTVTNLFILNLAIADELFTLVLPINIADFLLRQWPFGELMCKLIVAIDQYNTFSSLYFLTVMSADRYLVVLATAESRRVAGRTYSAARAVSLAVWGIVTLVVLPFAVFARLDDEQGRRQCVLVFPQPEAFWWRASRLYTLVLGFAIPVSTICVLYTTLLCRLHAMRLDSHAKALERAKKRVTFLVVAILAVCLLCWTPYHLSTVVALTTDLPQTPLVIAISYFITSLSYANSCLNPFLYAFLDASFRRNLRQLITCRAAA
M1 ag parental: counter-screen for M1 agonists: effect in parental CHO-K1 cells. activation, % at 3 µM. 360,000 compounds, 0.48% hits. Fluo-8 calcium fluorescence; scaled to maximal ATP response, vehicle zero; in the data active means activation above about 15%;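 further: untransfected CHO-K1 host cells lacking M1 receptor as counterscreen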
CHO-K1 Ca antag: M1 antagonist counterscreen hit in parental CHO-K1 cells; ATP-induced calcium, Fluo-8 fluorescence; inhibition, % at 3 µM; 360,000 compounds, 0.6% hits; AID 602250;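 active means inhibition above a per-plate cutoff, the plate's mean sample inhibition plus 3 SD, cut at about 24% in these data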;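 further: 0% = DMSO plus EC80 ATP and 100% = DMSO alone without ATP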
V1R ag counter: counter-screen for oxytocin receptor agonists: human V1a receptor agonists; CHO-V1R cells, Fluo-8 calcium fluorescence, agonist mode; 0% DMSO, 100% 3 nM vasopressin; 320,000 compounds, 0.25% hits; activation, % at 3 µM;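 active means activation above the mean activation of all tested compounds plus 3 SD, per screening run, cut at about 20% in these data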;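 further: signal is peak over basal fluorescence ratio across a 100 second FLIPR read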
OXTR potentiate: human OXTR potentiation | P30559 | CHO-OTR cells, Fluo-8 calcium fluorescence, potentiator mode; 0% = oxytocin EC15, 100% = EC100 | activation, % at 3 µM | 320,000 compounds, 0.061% hits | AID 2445;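 active means activation above that plate's cutoff, the mean activation of tested compounds plus 3 SD, cut at about 6.6% in these data, passing the limit was not always enough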;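 further: 100% uses oxytocin at 75 nM as the full agonist control; some results filed as inactive read as strong as hits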
Target sequence (P30559 whole entry, looked up): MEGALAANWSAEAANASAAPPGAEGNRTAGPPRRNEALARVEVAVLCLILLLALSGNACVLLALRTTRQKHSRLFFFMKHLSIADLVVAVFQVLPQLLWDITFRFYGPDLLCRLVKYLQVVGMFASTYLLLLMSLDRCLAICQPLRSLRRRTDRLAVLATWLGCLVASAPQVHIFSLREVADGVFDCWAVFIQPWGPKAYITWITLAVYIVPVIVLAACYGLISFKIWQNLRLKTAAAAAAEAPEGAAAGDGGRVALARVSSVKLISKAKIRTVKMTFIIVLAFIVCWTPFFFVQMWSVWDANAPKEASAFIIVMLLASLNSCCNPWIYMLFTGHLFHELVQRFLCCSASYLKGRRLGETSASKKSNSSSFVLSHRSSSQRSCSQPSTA
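Assay system: CHO cell line stably expressing human OTR | Also added: Oxytocin at about EC15, sub-maximal agonist stimulus | Times: Compound 6 min at room temperature before oxytocin, 100 s read | Measured by: Fluo-8 intracellular calcium fluorescence, ex 470-495, em 515-575 nm | Controls: EC15 oxytocin alone as 0%, 75 nM oxytocin as 100%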
OXTR agonist: human OXTR agonism; P30559; CHO-OTR cells, Fluo-8 calcium fluorescence; normalized: DMSO 0%, oxytocin 100%; activation, % at 3 µM; 320,000 compounds, 0.32% hits; AID 2435;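 active means activation above the mean of all tested compounds plus 3 SD, cutoff set per screening run, cut at about 20% in these data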;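 further: peak over basal fluorescence ratio from a 100 s FLIPR kinetic read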
CHO parental Ca: counter-screen for OX1R antagonists: effect in parental CHO cells. parental CHO-K1, ATP-induced calcium, Fluo-8 fluorescence. 330,000 compounds, 0.63% hits. AID 463079. inhibition, % at 5.6 µM;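 active means inhibition above that plate's mean sample inhibition plus 3 SD, cut at about 26% in these data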;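 further: 0% = ATP-challenged DMSO wells and 100% = DMSO wells without ATP; some compounds past the cut are filed as inactive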
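Test system: parental CHO cells; detection: calcium-sensitive Fluo-8 fluorescence; evaluation: percent inhibition of calcium signal; also added: ATP as calcium-mobilizing challenge; repeats: one well per compound; control set: ATP-challenged DMSO wells low, unchallenged DMSO wells high; compound: single nominal dose of 5.6 µM per compound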
TAAR1 antag: human TAAR1 antagonism; Q96RJ0; CHO RD-HGA16 TAAR1, Fluo-8 calcium fluorescence, antagonist; inhibition, % at 3 µM; 360,000 compounds, 1.5% hits;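 active means inhibition above a per-plate cutoff, the mean inhibition of test compounds on that plate plus 3 SD, cut at about 49% in these data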;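 further: 0% = DMSO plus EC80 beta-PEA response and 100% = DMSO alone without agonist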
Target sequence (Q96RJ0 whole entry, looked up): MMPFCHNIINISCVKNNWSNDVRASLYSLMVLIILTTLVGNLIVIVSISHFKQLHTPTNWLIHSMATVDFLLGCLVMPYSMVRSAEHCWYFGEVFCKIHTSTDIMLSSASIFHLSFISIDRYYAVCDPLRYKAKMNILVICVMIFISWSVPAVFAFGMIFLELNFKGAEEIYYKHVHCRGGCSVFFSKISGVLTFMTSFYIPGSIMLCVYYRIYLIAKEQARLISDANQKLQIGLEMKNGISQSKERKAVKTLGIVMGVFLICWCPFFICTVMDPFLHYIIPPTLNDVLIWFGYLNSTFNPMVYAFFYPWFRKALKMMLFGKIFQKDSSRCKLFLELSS
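Test system: hTAAR1-expressing CHO RD-HGA16 cells, Gα16-coupled; Probe or stimulus: EC80 β-phenethylamine stimulus; Compound dosing: single nominal final test compound concentration of 3 µM; Timing: 140 s kinetic read after compound, 140 s after agonist; Signal: Fluo-8 calcium-sensitive fluorescence; Measure: % inhibition of agonist calcium response; Controls: DMSO and EC80 PEA controls.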
* = called active by the depositor; / = not tested or not shown.

SMILES	M1 PAM parental	GPR7 antagonist	M1 ag parental	CHO-K1 Ca antag	V1R ag counter	OXTR potentiate	OXTR agonist	CHO parental Ca	TAAR1 antag
COc1cc(OC)nc(NC(C)=O)n1	1	-1	0.5	-18	-0.4	3	0.6	-1	8
NC(=S)NNC(=O)Nc1ccc(Cl)c(Cl)c1	25	9	0.2	-11	0.1	-8	-0.5	4	13
Cn1nc(C(C)(C)C)cc1NC(=O)C1(C)CCN1C(=O)c1ccccc1CCc1ccccc1 (stereo unspecified)	1	/	0.1	0	/	/	/	/	16
CC(C)(C)NC(=O)Cn1nnnc1-c1nonc1N	-3	-11	-0.3	9	0.4	-14	0.0	1	3
COc1ccc(/C=N/Nc2cc(N3CCCC3)nc(N3CCCC3)n2)cc1	18	4	0.5	-3	-0.7	0	-0.7	-20	12
O=C(Nc1cc(S(=O)(=O)N2CCOCC2)ccc1N1CCOCC1)c1ccc(Cl)nc1	5	-9	1.0	-2	0.4	2	0.7	-3	-8
OCC1(CCCc2ccccc2)CCN(Cc2cc(F)ccc2F)CC1	16	-4	0.2	-5	1.8	2	0.8	-22	9
Cc1c(OCC(=O)N(C)C)ccc2c(-c3ccccc3)cc(=O)oc12	-6	-3	0.2	3	1.2	-8	0.6	-12	-4
N#C/C(=C\c1c(N(Cc2ccccc2)Cc2ccccc2)nc2ccccn2c1=O)C(N)=O	18	-1	3.2	7	5.7	-15	8.1	-28	14
CCN1C(=O)c2cccc3cccc1c23	-12	-8	-0.6	8	-0.8	3	-1.6	-4	2
CCn1nnnc1SCC(=O)c1cc(Cl)ccc1OC	32	4	1.9	-20	-0.4	-5	-1.0	-4	-11
Nc1cc(Cl)nc(N/N=C/c2c(O)ccc3ccccc23)n1	16	2	1.8	-2	-0.9	-9	2.0	-5	16
CCOC(=O)c1cnc(-n2nc(C)cc2C)nc1N(C)C	6	-6	0.8	-2	0.1	0	0.1	-8	-5
Cc1ccc(/C=C(/C#N)C(=O)NC(C)c2ccccc2)o1 (stereo unspecified)	4	-4	0.4	-1	-0.5	1	-1.8	-19	0
CCN(CC)c1ccc(C=Nc2ccc(C)cc2)c(O)c1	6	-10	-0.5	-4	-0.5	-4	-1.7	-15	-2
COc1ccc(C(=O)NNC(=O)C(NC(=O)c2ccccc2NC(=O)c2ccco2)C(C)C)cc1 (stereo unspecified)	22	-9	0.4	-3	-1.5	-9	-1.0	-10	9
CCC1(c2ccccc2)NC(=O)N(CC(=O)NCCN2C(=O)S/C(=C\c3cccnc3)C2=O)C1=O (stereo unspecified)	16	/	1.6	-4	0.5	-1	0.2	-14	-24
C/C(=N\NC(=O)c1ccncc1)c1cccc(NC(=O)c2ccc(Cl)s2)c1	-9	-5	1.7	0	/	/	/	/	7
Cc1ccc(C(=O)NC(=S)N2CCN(C)CC2)cc1	8	-6	0.3	-16	1.0	-1	0.3	-12	0
Cc1ccc(S(=O)(=O)NNC(=O)c2ccncc2)cc1[N+](=O)[O-]	10	-7	0.0	18	0.3	0	0.1	3	-9
Cc1ccccc1Nc1nc(N)nc(CN2CCN(Cc3ccc4c(c3)OCO4)CC2)n1	18	-9	0.0	-18	-0.9	1	-0.4	-25	-10
Cc1ccc(NC(=O)CN2CCN(CCN=CC3=C(O)CC(c4ccc(C)cc4)CC3=O)CC2)cc1 (stereo unspecified)	8	4	5.0	-13	1.6	-15	-0.6	-29	-24
O=C(NNC(=S)Nc1cccc(C(F)(F)F)c1)c1cccc(Cl)c1	-1	-5	13	17	9.6	-8	7.0	-9	-2
O=C(NCC(=O)N1CCN(C/C=C/c2ccccc2)CC1)c1ccc(OC(F)F)cc1	-5	/	0.9	-18	2.4	4	2.7	-28	1
CCOCCCn1c(=S)[nH]c2cc(C(=O)NCC(OC)OC)ccc2c1=O	4	-18	5.8	-10	2.4	-2	1.0	-5	-13
COc1cc(/C=N/NC(=O)c2cc(-c3cccc(OC(C)C)c3)nc3ccccc23)ccc1O	4	/	1.2	-4	-0.5	-12	-1.9	-49	54*
CSc1ccc(NC(=O)C2(C)CCN2C(=O)c2ccccc2CCc2ccccc2)cc1 (stereo unspecified)	15	/	0.3	-25	/	/	/	/	-29
CC(=O)Nc1ccc(NC(=O)C(C)OC(=O)/C=C/c2cnc3ccccc3n2)cc1 (stereo unspecified)	5	-6	0.8	-9	1.3	-4	0.1	-8	8
CCn1cc(CN2CCC(n3nccc3NC(=O)c3ccc4c(c3)OCO4)CC2)c(C)n1	7	-21	0.5	-1	0.5	-3	0.3	-9	0
Cc1cccc(C(=O)OCCN2CCOCC2)c1	3	21	0.7	1	-0.2	-9	0.4	-2	18

A different layout for part of the listing above:
smiles,M1 PAM parental,GPR7 antagonist,M1 ag parental,CHO-K1 Ca antag,V1R ag counter,OXTR potentiate,OXTR agonist,CHO parental Ca,TAAR1 antag
CSc1ccc(NC(=O)C2(C)CCN2C(=O)c2ccccc2CCc2ccccc2)cc1 (stereo unspecified),15,/,0.3,-25,/,/,/,/,-29
CC(=O)Nc1ccc(NC(=O)C(C)OC(=O)/C=C/c2cnc3ccccc3n2)cc1 (stereo unspecified),5,-6,0.8,-9,1.3,-4,0.1,-8,8

Other structures.
SMILES	M1 PAM parental	GPR7 antagonist	M1 ag parental	CHO-K1 Ca antag	V1R ag counter	OXTR potentiate	OXTR agonist	CHO parental Ca	TAAR1 antag
CCc1cc(=O)oc2cc(O[C@@H]3O[C@H](CO)[C@@H](O)[C@H](O)[C@H]3O)c(Cl)cc12	18	-16	1.7	6	0.9	-7	0.6	3	-1
CCCCN(CC)Cc1ccc(CNC(=O)Nc2ccc(OC)cc2OC)o1	10	-16	0.5	7	0.0	-4	-0.9	-9	-12
O=C(c1cccnc1)N1CCN(Cc2ccc3c(c2)OCO3)CC1	10	26	-0.1	-6	1.1	-9	-0.9	-4	-7
CCOc1ccc2nc(Cl)c(C3CC(c4ccccc4)=NN3C(=O)c3cccs3)cc2c1 (stereo unspecified)	20	-5	0.1	-4	1.1	5	1.2	-5	2
O=C(NCCC1CCCCN1S(=O)(=O)c1cccs1)C(=O)Nc1ccc(F)cc1F (stereo unspecified)	-9	/	0.6	-4	1.6	-6	-1.5	-13	-23
CC(=O)N/C(=C\c1ccccc1)C(=O)Nc1ccc(O)cc1	3	5	3.9	-21	2.4	-12	1.5	5	-8
Cc1ccc(CSc2nnc(NC(=O)Cn3cnc4ccccc4c3=O)s2)cc1	3	2	-0.5	-8	1.4	-6	0.3	-8	7
CCOC(=O)c1ccccc1OCc1cc(/C=N/NC(=O)c2ccncc2)ccc1OC	2	-9	6.5	10	0.2	-3	-1.9	-22	77*
O=C(COC(=O)C1CCN(S(=O)(=O)c2cccs2)CC1)Nc1ccc(F)c(F)c1F	7	/	10	-1	/	/	/	/	-9
C/C(CCN1CCCCc2nc(C)c(C)cc21)=N\O[C@@H](C)CN1CCCCc2nc(C)c(C)cc21	/	-3	/	/	-0.9	-19	-2.2	-24	/
O=C(NC1CCOC1)c1cc(COc2cccc(C(F)(F)F)c2)on1 (stereo unspecified)	3	4	6.2	-13	5.5	-7	4.9	-12	-15
NC(=O)c1ccc(CSc2nc3ccccc3s2)cc1	-26	-17	0.4	5	4.2	-9	0.8	-13	-4
NC1=NC(=O)C(Cc2ccc(F)cc2)S1 (stereo unspecified)	-7	5	0.4	-9	0.1	1	-0.6	-5	-18
CCOc1cccc2sc(NN)nc12	3	-14	0.3	-11	/	/	/	/	-1
CCCNC(=O)c1csc2c1CCCCC2	14	-6	-0.2	-9	-1.2	-7	-3.0	-14	-11
CCN(CC)C(=N)/C(C#N)=N/Nc1ccccc1	-8	-12	1.9	-6	3.1	-2	1.9	-9	-25
CSc1ncccc1C(=O)OCC(=O)c1[nH]c(C)c(C(C)=O)c1C	-7	/	5.1	3	4.5	-8	4.5	-23	25
COc1ccc(/C(O)=C2/C(=O)C(=O)N(c3ccccn3)C2c2cccc(Cl)c2)cc1 (stereo unspecified)	4	-9	-0.5	7	-0.9	5	-0.5	-22	-13
Cc1nn(C)c(C)c1S(=O)(=O)N1CCCC(C(=O)NC2CCCCC2)C1 (stereo unspecified)	13	-1	0.7	-11	1.0	-6	-0.1	-6	-2
Cc1nc2ccccc2n1-c1nc(-c2ccco2)cc(C(F)(F)F)n1	17	-4	0.3	-30	-1.0	-3	0.6	-20	1
Cc1ccc(C(=O)N[C@H](C(=O)OCC(=O)NC2CCS(=O)(=O)C2)C(C)C)cc1 (stereo partly specified)	-3	-1	0.1	0	-0.1	1	-1.1	-7	-21
O=C(CCCCC(=O)Nc1ccc(F)cc1)Nc1ccc(F)cc1	18	6	0.6	-8	-0.1	-17	-1.1	-4	-4
CC(=O)Nc1ccc(S(=O)(=O)NC(CC(=O)O)c2ccc(C)cc2)cc1 (stereo unspecified)	14	-19	0.2	-23	0.2	1	0.0	4	-23
CCCCC1=CC2=C(c3ccco3)C(=O)C(C)(OC(=O)c3ccc(OC)cc3)C(=O)C2=CN1CCCN(CC)CC (stereo unspecified)	1	/	1.0	-7	-0.4	-8	-0.5	-6	-6
COc1ccc(C(=O)N[C@H](C(=O)NCCCSc2ccccc2)C(C)C)cc1	6	/	-1.0	5	-0.7	0	-1.8	-33	-7
Cc1nc2ccccc2cc1C(=O)NCc1ccc(F)cc1	3	-13	12	-14	6.2	-26	5.0	3	5
C/C(=N/Nc1nc(-c2ccccc2)c(CC(=O)O)s1)c1ccccc1	11	11	3.5	-1	/	/	/	/	25
CCC(C)[C@H](NS(=O)(=O)c1ccc(C)cc1)C(=O)N1CCC(C(=O)N2CCC(C(=O)OC)CC2)CC1 (stereo partly specified)	16	-6	-0.2	-6	0.2	4	-1.2	-15	-15
CN1CCN(C(=O)c2cnn3c(C(F)(F)F)cc(-c4ccc5c(c4)OCO5)nc23)CC1	13	-13	0.2	-8	-0.7	3	-0.6	-10	-25
O=C(Cn1nnc(-c2ccccc2F)n1)N1CCCCC1	-3	-12	0.6	-1	1.1	-5	0.1	-4	8
CC(C)C(C(=O)NCC1CCCO1)N(Cc1cccs1)C(=O)CNS(=O)(=O)c1ccccc1 (stereo unspecified)	4	-4	1.2	1	1.7	-3	-0.3	-20	-7
COc1ccc(C)cc1NC(=O)CCN1CCCC1	-1	2	0.2	-2	0.6	6	1.2	-4	-2
Cc1noc(C)c1NC(=O)N(C)C[C@@H]1Oc2c(NC(=O)NC(C)C)cccc2C(=O)N([C@@H](C)CO)C[C@@H]1C	7	/	0.4	-6	1.3	4	1.8	1	-20
CCCN1Cc2cccc(C(=O)NCCc3cccc(C)c3)c2C1=O	-4	10	-0.7	-12	-1.2	-1	-2.2	-14	-12

High-throughput results from PubChem BioAssay.
